Tau fluor counter – counter-screen for tau fibril formation inhibitors. tau K18 P301L (four-repeat tau fragment) Alexa594 fluorescence, heparin fibrillization. Potency, µM (titrated, usually from 57.7 µM), for inactives: at the highest dose activity change, negative = decrease. hit rate 0.93% among 280,000; also: potency is read from the fitted curve at half-maximal effect; % is scaled to controls: 0 for no effect and ±100 for the full control effect; nearly all actives have a fitted effect of over 55% in size
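Human K18 P301L tau (15 uM unlabeled plus 0.24 uM Alexa 594-labeled, final) in 100 mM sodium acetate pH 7 was mixed with compound and 20 uM heparin and incubated 6 hr at 37 C.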
NPSR antag – antagonists of human neuropeptide S receptor cAMP signaling; AID 1461; Potency, µM (doses to about 38.3 µM), for the others: top-dose activity change, negative = inhibition, most hits filed as inhibitors; CHO-NPSR cells, cAMP TR-FRET, antagonist mode; hit rate 1% among 220,000; also: potency is read from the fitted curve at half-maximal effect; % is scaled to controls: 0 for no effect and ±100 for the full control effect; nearly all actives have a fitted effect of over 50% in size; many of its hits are not listed in these tables
Target sequence (Q6W5P4 whole entry, looked up): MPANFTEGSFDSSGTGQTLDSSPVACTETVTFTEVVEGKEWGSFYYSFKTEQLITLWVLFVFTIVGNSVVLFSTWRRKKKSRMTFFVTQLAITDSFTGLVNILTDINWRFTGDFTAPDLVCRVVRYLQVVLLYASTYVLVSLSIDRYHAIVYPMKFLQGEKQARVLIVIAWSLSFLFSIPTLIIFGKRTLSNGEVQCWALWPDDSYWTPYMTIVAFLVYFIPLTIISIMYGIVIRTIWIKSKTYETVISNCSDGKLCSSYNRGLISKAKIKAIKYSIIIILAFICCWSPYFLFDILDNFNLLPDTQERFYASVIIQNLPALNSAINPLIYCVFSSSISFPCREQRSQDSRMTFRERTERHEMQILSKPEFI
CBFb RUNX1 block – blocks binding between human CBF-beta and RUNX1 | Q01196+Q13951 | AlphaScreen CBFb-His/RUNX1-biotin binding, biochemical | Potency, µM (doses to about 59.8 µM), for inactives: top-dose activity, negative = inhibition, actives largely listed as inhibitors | 230,000 tested, under 10 active | AID 1477; also: % of control where 0% means no effect
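AlphaScreen proximity signal reports loss of binding between His-tagged CBF-beta and biotin-labelled RUNX1, each at 30 nM. Proteins are pre-associated for 20 minutes, compounds added for 15 minutes, then beads for 90 minutes, all at ambient temperature.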
TRb-SRC2 inh – disrupts binding of human TR beta to SRC2; P10828; TRbeta-SRC2 peptide binding, fluorescence polarization; receptor liganded with 1 µM T3; Potency, µM (highest dose often 106 µM), inactives show at the top dose activity change, negative = inhibition, usual class: inhibitors; hit rate 0.065% among 280,000; AID 1469;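 also: potency is read from the fitted curve at half-maximal effect; plate controls were bound peptide for no effect and peptide without receptor for full effect; nearly all actives have a fitted effect of over 50% in size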
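Binding of a 20-amino-acid Texas Red SRC2 peptide (20 nM) to TRb ligand-binding domain (0.6 uM) with agonist T3 at 1 uM was followed by fluorescence polarization after a 5 hr room-temperature incubation.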
Epigenetic reg – epigenetic control regulation, reporter derepression; murine LDR cells, GFP reporter derepression, 30 h; Potency, µM (series often up to 53.9 µM), inactives show at the highest dose GFP activation, usual class: activators; hit rate 0.2% among 280,000; also: potency is read from the fitted curve at half-maximal effect; % of control where 0% means no effect; nearly all actives have a fitted effect of over 60% in size
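Murine LDR cells bearing a silenced CMV-driven GFP reporter were exposed to compound for 30 h at 37 C. After PBS washes, GFP-positive cells (20-120 um objects) counted by laser-scanning microplate cytometry.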
TR SRC2 fluor cs – alters Texas Red total fluorescence, flagging assay interference | TRb/SRC2 Texas Red total fluorescence interference | Potency, µM (doses to about 106 µM), without a hit: at the top dose fluorescence change, negative = quenching | hit rate 0.29% among 280,000; active = well fitted curve in either direction with a large enough effect; inconclusive = small, poorly fitted or top-dose-only effect; also: potency is read from the fitted curve at half-maximal effect; % is scaled to controls: 0 for no effect and ±100 for the full control effect
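Human TRb ligand-binding domain at 0.6 uM with 20 nM Texas Red SRC2 peptide in Tris buffer containing 1 uM T3 and 5% DMSO, incubated with compound 5 h at ambient temperature. Total fluorescence (555/632 nm) calculated as parallel + 2 × perpendicular.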
GLA spleen mod – inhibits or activates alpha-galactosidase in human spleen homogenate | P06280 | hit rate 0.008% among 240,000 | human spleen homogenate, 4MU-alpha-Gal fluorescence, 40 min | Potency, µM (doses to about 80 µM), for the others: at the top dose activity change, negative = inhibition, hits mostly inhibitors | AID 2107;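 also: potency is read from the fitted curve at half-maximal effect; 0% = enzyme with vehicle and -100% = no enzyme basal signal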
Target sequence (P06280 32-429 limits assumed): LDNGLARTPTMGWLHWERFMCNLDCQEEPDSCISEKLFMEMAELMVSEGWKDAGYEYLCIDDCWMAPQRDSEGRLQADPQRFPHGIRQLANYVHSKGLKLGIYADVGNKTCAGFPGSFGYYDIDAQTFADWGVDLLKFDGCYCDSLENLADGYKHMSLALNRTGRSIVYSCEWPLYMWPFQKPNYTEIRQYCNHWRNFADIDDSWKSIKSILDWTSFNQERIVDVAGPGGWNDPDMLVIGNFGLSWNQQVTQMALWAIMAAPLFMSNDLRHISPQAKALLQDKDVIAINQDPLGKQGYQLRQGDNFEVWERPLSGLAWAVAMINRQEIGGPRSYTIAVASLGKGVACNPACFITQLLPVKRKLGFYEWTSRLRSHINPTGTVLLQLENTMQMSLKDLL
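Fluorogenic readout (Ex 365/Em 440 nm) of 4-methylumbelliferone released from 1 mM 4-MU-alpha-galactoside by spleen homogenate, 40 min at 37C, pH 5.0. Data normalized to no-enzyme and enzyme controls; Hill-equation AC50 from compound titrations.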
Tau fibril FP – inhibitors of human tau fibril formation. Potency, µM (titrated, usually from 57.7 µM), inactives show at the highest dose activity, negative = inhibition, hits mostly inhibitors. hit rate 0.39% among 280,000. AID 1468. K18 P301L tau heparin fibrillization, Alexa594 FP, 6 h; also: potency is read from the fitted curve at half-maximal effect; % is scaled to controls: 0 for no effect and ±100 for the full control effect; nearly all actives have a fitted effect of over 55% in size
Target sequence (P10636 561-689 P618L limits assumed): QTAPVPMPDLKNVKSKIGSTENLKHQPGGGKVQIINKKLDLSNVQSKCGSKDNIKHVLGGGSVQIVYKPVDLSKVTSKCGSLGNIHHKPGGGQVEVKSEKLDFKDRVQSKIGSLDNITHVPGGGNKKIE
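Quantitative HTS format: compounds meet 15 uM recombinant K18 P301L tau and Alexa 594-tau tracer in 100 mM sodium acetate pH 7; 20 uM heparin triggers fibrillization at 37 C over 6 hr; FP gives the signal.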
* hit, by the source's call; ? = inconclusive; nt = not tested or not shown; & = joins results of further samples; [ ] = dose if it differs, or a comment. Unless noted, calls follow the shape of the dose curve; as a rule, active = well fitted curve in the direction sought with a large enough effect; inconclusive = small, poorly fitted or top-dose-only effect, or another doubt; inactive = no such curve, though single readings can be large; an effect the other way counts as inactive or inconclusive. These rows are one share of the data, so the mix of outcomes need not match the whole.

molecule	Tau fluor counter	NPSR antag	CBFb RUNX1 block	TRb-SRC2 inh	Epigenetic reg	TR SRC2 fluor cs	GLA spleen mod	Tau fibril FP
CCOC(=O)C1(CCOC)CCN(Cc2nc(C(C)C)cs2)CC1	-2%	3%	5%	2%[53 µM]	2.1%	0%[53 µM]	-10%	6%
NC(=S)N/N=C/c1ccccc1	-5%	7%[46.1 µM]	-1%	-5%	0.0%	0%	0%	-10%
CCOc1ccc(N(C(=O)/C=C/C(=O)Nc2cc(C)on2)C(C(=O)NC2CCCC2)c2ccccc2C)cc1 (stereo not given)	-8%	-30%[46.1 µM]	-2%	-3%	-1.1%	-7%	-3%	1%
Cc1cccc(NC(=O)C2CCCN(C(=O)Nc3ccccc3)C2)c1C (stereo not given)	2%	-11%[46.1 µM]	1%	-3%	0.0%	2%	1%	0%
CCn1c(=O)c(=O)n(CC)c2cc(N3CCCCC3)c(NC(=O)c3cccc(OC)c3)cc21	-8%	nt	nt	-1%	2.8%	-2%	nt	-6%
O=C(NCc1ccc(Cl)cc1)c1n[nH]c([N+](=O)[O-])c1Cl	6%	-28%	0%	-9%	1.3%	-6%	3%	-2%
O=C1Nc2ccccc2C12Nc1ccccc1S2 (stereo not given)	?	13%[46.1 µM]	-11%	-1%	0.0%	-3%	11%	-10%
O=C1CC(N2CCN(c3ccccc3Cl)CC2)C(=O)N1c1ccccc1 (stereo not given)	0%	-9%[46.1 µM]	4%	5%	5.8%	-6%	0%	?
O=C(NNS(=O)(=O)c1ccc2ccccc2c1)c1cccnc1	6%	6%	7%	1%	-1.1%	-5%	-2%	5%
CC(C(=O)O)c1cccc(Oc2ccccc2)c1 (stereo not given)	-1%	nt	-4%	-7%	1.3%	-3%	4%	-4%
COc1cc(C(=O)NC(c2ccc(Cl)cc2)c2cc(Cl)c3cccnc3c2O)cc(OC)c1OC (stereo not given)	7%	nt	nt	-1%	2.2%	1%	nt	6%
CCOC(=O)c1c(NC(=O)c2ccco2)sc2c1CCCCC2	-20%	?	10%	2%	0.0%	-2%	-4%	-7%
O=S(=O)(NCC(c1cccnc1)N1CCN(c2ccccc2F)CC1)c1cccs1 (stereo not given)	7%	-17%[46.1 µM]	18%	-23%	-0.8%	2%	-13%	5%
C=CCN(c1ccccc1)S(=O)(=O)c1ccc(Cl)c(C(=O)OCC(=O)N(C)C2CCS(=O)(=O)C2)c1 (stereo not given)	2%	-8%	12%	3%	-0.5%	2%	13%	4%
NC(=Nc1ccccc1)NC(=O)c1nc(Cl)c(N)nc1N	-7%&-21%&-21%	-9%[46.1 µM]	-1%&3%&13%	1%&-4%&-3%	-0.1%&1.9%&4.2%	-7%&-2%&0%	0%&29%&16%	5%&-12%&-2%
O=C(CSC1=Nc2ccccc2N=C(c2ccc(F)cc2)C1)Nc1ccccc1	-29%	nt	nt	2%	12%	2%	nt	?
Cc1ccccc1NC(=O)C1C2/C=C\CCCCC21 (stereo not given)	3%	7%	-1%	-1%	-1.0%	0%	-1%	-4%
COc1ccc(/C=C/C(=O)NCc2c(C)nn(C)c2C)cc1COc1ccc(Br)cc1	0%	?	-3%	-1%	-0.5%	0%	-11%	6%
COCC(C)NS(=O)(=O)c1ccccc1 (stereo not given)	4%	11%	2%	3%	1.4%	1%	5%	3%
COc1ccccc1NC(=O)Cc1nn(C)c(=O)c2ccccc12	0%	-5%[46.1 µM]	3%	4%	0.9%	3%	1%	-3%
COc1ccc(CC(=O)Nc2cc(S(=O)(=O)N3CCCCC3)ccc2N2CCN(C)CC2)cc1	-6%	13%	7%	0%	-1.8%	-2%	1%	-3%
Cc1ccc(C)c(NC(=O)Cn2cc(S(=O)(=O)Cc3cccc(Cl)c3)c3ccccc32)c1	-10%	nt	nt	10%	?	6%	nt	-8%
COc1ccc(NC(=O)c2ccc(-c3ccc(C)c4ccccc34)o2)cc1	?	-14%	3%[2.36 µM]	-3%	14%	-1%	0%	-11%
CN1CCN(NC(=O)c2ccc(Cl)c([N+](=O)[O-])c2)CC1	-8%	-6%[46.1 µM]	13%	-16%	-1.0%	0%	1%	-3%
Cc1ccc(C(=O)OCC(=O)NCC(F)(F)F)cc1C	12%	6%	-5%	3%	0.0%	1%	2%	4%

An excerpt of these results, with two lines to a compound.
Values in the order: Tau fluor counter	NPSR antag	CBFb RUNX1 block	TRb-SRC2 inh	Epigenetic reg	TR SRC2 fluor cs	GLA spleen mod	Tau fibril FP
C=CCN(c1ccccc1)S(=O)(=O)c1ccc(Cl)c(C(=O)OCC(=O)N(C)C2CCS(=O)(=O)C2)c1 (stereo not given)
 : 2%	-8%	12%	3%	-0.5%	2%	13%	4%
NC(=Nc1ccccc1)NC(=O)c1nc(Cl)c(N)nc1N
 : -7%&-21%&-21%	-9%[46.1 µM]	-1%&3%&13%	1%&-4%&-3%	-0.1%&1.9%&4.2%	-7%&-2%&0%	0%&29%&16%	5%&-12%&-2%
O=C(CSC1=Nc2ccccc2N=C(c2ccc(F)cc2)C1)Nc1ccccc1
 : -29%	nt	nt	2%	12%	2%	nt	?
Cc1ccccc1NC(=O)C1C2/C=C\CCCCC21 (stereo not given)
 : 3%	7%	-1%	-1%	-1.0%	0%	-1%	-4%
COc1ccc(/C=C/C(=O)NCc2c(C)nn(C)c2C)cc1COc1ccc(Br)cc1
 : 0%	?	-3%	-1%	-0.5%	0%	-11%	6%
COCC(C)NS(=O)(=O)c1ccccc1 (stereo not given)
 : 4%	11%	2%	3%	1.4%	1%	5%	3%
COc1ccccc1NC(=O)Cc1nn(C)c(=O)c2ccccc12
 : 0%	-5%[46.1 µM]	3%	4%	0.9%	3%	1%	-3%
COc1ccc(CC(=O)Nc2cc(S(=O)(=O)N3CCCCC3)ccc2N2CCN(C)CC2)cc1
 : -6%	13%	7%	0%	-1.8%	-2%	1%	-3%
Cc1ccc(C)c(NC(=O)Cn2cc(S(=O)(=O)Cc3cccc(Cl)c3)c3ccccc32)c1
 : -10%	nt	nt	10%	?	6%	nt	-8%
COc1ccc(NC(=O)c2ccc(-c3ccc(C)c4ccccc34)o2)cc1
 : ?	-14%	3%[2.36 µM]	-3%	14%	-1%	0%	-11%
CN1CCN(NC(=O)c2ccc(Cl)c([N+](=O)[O-])c2)CC1
 : -8%	-6%[46.1 µM]	13%	-16%	-1.0%	0%	1%	-3%
Cc1ccc(C(=O)OCC(=O)NCC(F)(F)F)cc1C
 : 12%	6%	-5%	3%	0.0%	1%	2%	4%

The list goes on:
molecule	Tau fluor counter	NPSR antag	CBFb RUNX1 block	TRb-SRC2 inh	Epigenetic reg	TR SRC2 fluor cs	GLA spleen mod	Tau fibril FP
CCOc1cccc(CNCCO)c1OCc1ccc(Cl)cc1Cl	-8%	12%	3%	-14%	-1.0%	-2%	-2%	0%
O=C(COC(=O)/C=C/c1cccc([N+](=O)[O-])c1)NCc1ccco1	-5%	-3%	-2%	5%	0.9%	-2%	-1%	0%
CCC1CN(C(=O)Nc2cc(C)ccc2OC)c2cc(Cl)ccc2O1 (stereo not given)	-12%	nt	nt	-2%	1.1%	1%	nt	0%
CCc1ccc(NC(=O)CN2CCN(Cc3ccccc3)S2(=O)=O)cc1	-20%	nt	nt	8%	-3.4%	-2%	nt	6%
Cc1nnc(NC(=O)CCSc2ccc(Cl)cc2)s1	-8%	-2%	10%	2%	-4.5%	-2%	-2%	4%
Cc1ccc(C)c(S(=O)(=O)Nc2ccc(C(N)=O)cc2)c1	-5%	6%	5%	-1%	-1.0%	-1%	12%	-5%
COc1cc(OC)cc(OC)c1	-5%	nt	8%	1%	1.6%	-1%	23%	-3%
CC(=O)NC(=S)Nc1ccccc1F	-3%	7%	22%	-4%	5.2%	-2%	-4%	-5%
CCN(CC)CCCNC(=O)c1cc2c(-c3ccc(Cl)cc3)nn(C)c2s1	-20%	?	-3%	0%	3.1%	-2%	5%	-7%
Cn1nnnc1SCCNCc1ccc(OCc2ccccc2Cl)cc1	-18%	nt	nt	-8%	-0.5%	?	nt	9%
Cc1ccccc1CNC(=O)c1ccc(Cn2c(SCc3cccc(F)c3)nc3cccnc32)cc1	-17%	nt	nt	0%	-0.4%	7%	nt	2%
CCn1cc(C2N3CC4(C)CN2CC(C)(C3)C4=O)c2ccccc21 (stereo not given)	-13%	-5%[46.1 µM]	-5%	10%	-4.1%	-1%	6%	-2%
Nc1ncc(S(=O)(=O)Nc2ccc(F)cc2F)cn1	-11%	nt	nt	0%	1.1%	-2%	nt	-3%
Cc1cccc(C)c1NC(=O)C1NC(=O)CC1c1ccccc1 (stereo not given)	-3%	-7%[46.1 µM]	-2%	-7%	-1.0%	-4%	8%	4%
O=C(C1CCCO1)N1CCN(C(=S)NC2CC2)CC1 (stereo not given)	3%	13%	3%	-3%	-1.5%	1%	2%	-3%
CN1CCN(CCP(=O)(c2ccccc2)c2ccccc2)CC1	4%	-5%[46.1 µM]	6%	0%	0.0%	-5%	10%	1%
COCCCNC(=O)c1cc2n(n1)CCCN(Cc1ccc(C)cc1)C2=O	-6%	nt	nt	-4%	-3.0%	1%	nt	3%
COc1ccc(Cl)cc1NC(=S)N1CCCC1	-19%	0%	3%	8%	-1.3%	-2%	11%	-4%
CCn1cc(C(=O)NC2CCCCC2)c(=O)c2cc(S(=O)(=O)N(C)C)ccc21	13%	-12%[46.1 µM]	-3%	-11%	-0.7%	2%	6%	-4%
O=C(CCc1ccccc1)N(Cc1cccnc1)c1nc2ccc(F)cc2s1	-17%	nt	nt	-1%	0.8%	-1%	nt	2%
Cc1ccc(-c2nc3ccccc3n3c(C)nnc23)cc1	-8%	2%[46.1 µM]	-1%	-5%	-1.0%	0%	-6%	-9%

From PubChem BioAssay
